RSV CPE inhibition = inhibition of RSV-induced cytopathic effect – HEp-2 cells, primary 10 µM value included (AID 2391); one-dose CPE inhibition, % at 10 µM; IC50 in µM for titrated hits; 0.13% of 310,000 active; HEp-2 cells, RSV-induced CPE inhibition; higher % means a stronger effect; in the data active = a potency from the dose series; inconclusive = CPE inhibition mostly from about 23% at the one dose, without a potency; inactive = the rest, 99 in 100 with CPE inhibition below about 21%; note: strong numbers were not always called active
K1F lysis inhibition = inhibition of K1F phage lysis, E. coli UTI89, bacterial capsule biogenesis inhibitors, alamar blue (AID 488966) | inhibition, % at 100 µM, or IC50 in µM where a hit was titrated | 0.02% of 340,000 active | E. coli UTI89 K1F phage lysis, alamar blue, 2 h; higher % means a stronger effect;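 active = phage lysis inhibition, versus mean bacterial control, above a set limit; inconclusive = no clear call, values can overlap the other calls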;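 note: capsule biogenesis inhibitors block K1F phage lysis so surviving cells raise fluorescence; higher fluorescence means more inhibition of phage lysis; actives were called in the ten point dose series up to 300 µM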
T cell modulator = T cell immune modulators affecting CD8 T cell-vesicle binding; 2C CD8+ T cell-vesicle binding, flow cytometry; hits give low values; calls only at 7 µM; 0.068% of 330,000 active;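 active = response, share of CD8 T cells binding vesicles, and their 90th percentile fluorescence all below set limits, cut at about 80% in these data, passing the limit was not always enough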
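Assay system: 2C TCR transgenic mouse naive CD8+ T cells, MACS-purified | Read-out: CD8+ gate FL2 mean fluorescence as % of same-row positive control | Signal: High-throughput flow cytometry with anti-B7-1 and anti-CD8 staining | Timing: Binding step 1.5 h, 37 °C, antibody labelling 20 min, ice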
West Nile antiviral = West Nile virus antiviral activity, cell-based, CPE readout (AID 1621) | West Nile virus-infected cells, CPE inhibition; higher % means a stronger effect | one-dose CPE inhibition, % at 10 µM; IC50 in µM for titrated hits | 0.02% of 290,000 active; in the data active = a potency from the dose series; inconclusive = CPE inhibition mostly from about 3.7% at the one dose, without a potency; inactive = the rest, 99 in 100 with CPE inhibition below about 2.2%; note: strong numbers were not always called active
human PMI inhibitors = MPI inhibition at elevated mannose 6-phosphate – biochemical, fluorescence intensity, high mannose 6-phosphate, primary screen (AID 1220); recombinant PMI enzyme, coupled fluorescence intensity; higher % means a stronger effect; one-dose inhibition, % at 20 µM; IC50 in µM for titrated hits; 0.66% of 190,000 active
P. falciparum M17LAP = P. falciparum M17LAP inhibitors, primary screen, biochemical, fluorogenic H-Leu-NHMec substrate, 1536-well (AID 1619); recombinant M17LAP, H-Leu-NHMec fluorogenic kinetic assay; higher % means a stronger effect; inhibition, % at 30 µM, or IC50 in µM where a hit was titrated; 0.38% of 220,000 active;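 active = compound inhibiting the enzyme by more than half at any dose during confirmatory dose-response retesting; inconclusive = strong single-dose inhibitors picked by rank but not retested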;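 note: plate controls were full reaction with DMSO carrier for no effect and no enzyme background for full effect; strong numbers were not always called active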
TNAP activation fold = stimulation of alkaline phosphatase TNAP activity – biochemical, luminescent, no phosphate acceptor, uHTS, primary screen (AID 1001) | activation fold at 20 µM; hits with a dose series show EC50 in µM | 0.03% of 200,000 active | purified TNAP, luminescent activation assay, no phosphate acceptor; higher activation fold means a stronger effect; in the data active = activation fold from about 3, or a potency from the dose series; inactive = the rest, 99 in 100 with activation fold below about 1.6; note: many of its hits are not listed in these tables
M1AAP inhibition = P. falciparum M1AAP inhibitors, biochemical, fluorogenic H-Leu-NHMec substrate, 1536-well (AID 1445) | recombinant M1AAP, H-Leu-NHMec fluorogenic kinetic assay; higher % means a stronger effect | inhibition, % at 30 µM; hits with a dose series show IC50 in µM | 0.42% of 220,000 active;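 active = primary inhibition above the hit cutoff, then over 50% inhibition at one or more dose response concentrations, cut at about 23% in these data, passing the limit was not always enough; inconclusive = conflicting primary data, or primary hits not chosen for dose response; inactive = low primary inhibition, or under 50% at every dose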;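 note: plate controls were DMSO full reaction for no effect and no enzyme background for full effect; strong numbers were not always called active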
human PMI inhibition = inhibitors of human PMI, primary screen, biochemical, fluorescence intensity, coupled assay (AID 1209). purified PMI enzyme, coupled fluorescence intensity; higher % means a stronger effect. one-dose inhibition, % at 20 µM; IC50 in µM for titrated hits. 0.42% of 190,000 active;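 note: plate controls were DMSO vehicle for no effect and wells lacking substrate for full effect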
T cell modulator vesicle-bound % = further read-out of T cell modulator, marked with its call; double positive events, %; measured here: CD8+ vesicle-bound cell fraction;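 binding gate set so that unloaded-vesicle control wells show 10% double positive cells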
* marks the source's active call; other numbers are inactive results; i = inactive; ? = inconclusive; · = not tested or not shown; [ ] = remark or other dose. Cut-off read from the data, not from the text of the source, unless noted: active = inhibition above about 50%; inactive = the rest.

smiles | RSV CPE inhibition | K1F lysis inhibition | T cell modulator | T cell modulator vesicle-bound % | West Nile antiviral | human PMI inhibitors | P. falciparum M17LAP | TNAP activation fold | M1AAP inhibition | human PMI inhibition
CCCOc1ccc(C(=O)NC(=S)NNC(=O)c2c(-c3ccccc3)noc2C)cc1 | 1.6% | 0.1% | i | 3 | -1.0% | · | 0% | · | -18% | ·
COc1c(C(O)CC(C)C)ccc2c1C(=O)OCc1cc(C)cc(O)c1O2 (stereo not drawn) | 7.7% | 2.4% | i | 23 | -1.0% | 21% | 2% | 1 | 9% | 24%
CC1=C(C(=O)Nc2ccc(CC(=O)NCc3ccccc3C)cc2)SCCO1 | 2.7% | -0.1% | i | 11 | 0.0% | · | · | · | · | ·
CCOC(=O)CN1C2=NCCCN2c2ccccc21 | 2.4% | -0.2% | i | 57 | 0.7% | 3% | 11% | 1.1 | 14% | 4%
CC(C)(C)c1ccc(C2CC2C(=O)N/N=C\c2cc3ccccc3nc2Cl)cc1 (stereo not drawn) | 41% | 0.1% | i | 35 | -1.0% | 10% | -12% | 1 | -8% | 18%
CCCc1cc(-c2ccc(O)c(OCC)c2)c(C#N)c(N)n1 | 3.5% | 0.0% | i | 8 | 1.2% | 5% | 0% | 1.1 | 4% | 12%
COCCCNC(=O)c1ccc(C2SCC(=O)N2Cc2ccco2)cc1 (stereo not drawn) | 2.0% | 0.0% | i | 31 | 0.1% | 11% | 10% | 1.1 | 3% | 5%
CC1CN(S(=O)(=O)c2ccc(F)cc2)C(C)N1C(=O)N1CCOCC1 (stereo not drawn) | 3.0% | 0.3% | i | 28 | -0.8% | · | · | · | · | ·
CNC(=O)c1cccc2cccc(Sc3ccccc3C(=O)O)c12 | 1.1% | -0.1% | i | 15 | 0.3% | · | 1% | · | 6% | ·
O=C(CN1C(=O)COc2ccccc21)NCc1ccccn1 | 0.0% | 5.5% | i | 33 | 1.0% | -1% | 0% | 1.1 | -2% | -3%
CCOC(=O)Cc1csc(NC(=O)Cc2ccc(Cl)cc2)n1 | 0.0% | 0.5% | i | 34 | -0.2% | · | 3% | · | -3% | ·
CC(=O)c1ccc(N2CCN(C(=O)C3CCCN(S(=O)(=O)c4cnc[nH]4)C3)CC2)cc1 (stereo not drawn) | 1.7% | 0.0% | i | 28 | -0.2% | 9% | 24% | 0.9 | 3% | 7%
COc1ccc(-c2cc(=O)c3ccccc3s2)cc1 | 4.4% | 6.2% | i | 23 | 0.1% | 18% | 2% | 1 | 4% | 14%
CCOc1ccc(N2C(=O)CSC2=S)cc1 | -0.1% | 0.0% | i | 46 | 1.0% | · | · | · | · | ·
CCOC(=O)c1ccc(S(=O)(=O)N2CCN(C)CC2)cc1 | -0.9% | -2.1% | i | 33 | 0.1% | 2% | -4% | 1.1 | 1% | 13%

Arranged by molecular weight (descending): part of the list above.
smiles | RSV CPE inhibition | K1F lysis inhibition | T cell modulator | T cell modulator vesicle-bound % | West Nile antiviral | human PMI inhibitors | P. falciparum M17LAP | TNAP activation fold | M1AAP inhibition | human PMI inhibition
CC1=C(C(=O)Nc2ccc(CC(=O)NCc3ccccc3C)cc2)SCCO1 | 2.7% | -0.1% | i | 11 | 0.0% | · | · | · | · | ·
CC1CN(S(=O)(=O)c2ccc(F)cc2)C(C)N1C(=O)N1CCOCC1 (stereo not drawn) | 3.0% | 0.3% | i | 28 | -0.8% | · | · | · | · | ·
CCOC(=O)Cc1csc(NC(=O)Cc2ccc(Cl)cc2)n1 | 0.0% | 0.5% | i | 34 | -0.2% | · | 3% | · | -3% | ·
CCOc1ccc(N2C(=O)CSC2=S)cc1 | -0.1% | 0.0% | i | 46 | 1.0% | · | · | · | · | ·

(next part)
smiles | RSV CPE inhibition | K1F lysis inhibition | T cell modulator | T cell modulator vesicle-bound % | West Nile antiviral | human PMI inhibitors | P. falciparum M17LAP | TNAP activation fold | M1AAP inhibition | human PMI inhibition
CCOc1cc(C(=O)Nc2cc(C)ccc2C)ccc1OCC(=O)N1CCCCC1 | 2.2% | -0.3%[50 µM] | i | 50 | -0.1% | 12% | 4% | 1 | 10% | 16%
Cc1ccc(-n2c(=O)c3sccc3n(CC(=O)NC3CCCC3)c2=O)cc1 | 1.0% | 0.1% | i | 26 | -0.5% | · | · | · | · | ·
COc1ccc(NC(=O)CSCc2ccc(C)cc2)cc1 | 3.7% | 0.3% | i | 56 | 1.1% | 2% | -4% | 1.1 | 1% | -5%
Cc1ccc2c(c1)N(CC(=O)Nc1ccccc1F)C(=O)CO2 | -0.3% | 0.2% | i | 64 | -0.4% | · | · | · | · | ·
CC(C)NC(=O)Cn1nc(C(F)(F)F)c2c1CCC2 | 0.2% | -0.5% | i | 12 | -0.1% | -26% | 4% | 1 | -1% | -26%
CC(C)c1ccc(NC(=O)C2C3C=CC4(O3)C2C(=O)N(CCCN2CCOCC2)C4C(=O)NC2CCCCC2)cc1 (stereo not drawn) | 1.4% | 0.2% | i | 56 | -0.6% | · | · | · | · | ·
Cc1ccc(NC(=O)C(C)Sc2nc(-c3ccccc3)cc(=O)[nH]2)cc1 (stereo not drawn) | 3.1% | 0.0% | i | 22 | -0.4% | · | · | · | · | ·
CC(C)OC(=O)c1c(NS(=O)(=O)c2ccccc2)sc2c1CCCC2 | 8.0% | 0.2% | i | 44 | 0.6% | 15% | 30% | 1.1 | 3% | 12%
CC(Oc1ccccc1)c1nnc(SCC(=O)NC2CC2)n1C (stereo not drawn) | 1.2% | 0.5% | i | 9 | 0.0% | · | · | · | · | ·
CC(=O)Nc1ccc(OC(=O)Oc2ccc(NC(C)=O)cc2)cc1 | 1.0% | 0.8% | i | 61 | 0.5% | · | -12% | · | 1% | ·
CCOC(=O)C/C(N)=N/N(C)c1ncc(C(F)(F)F)cc1Cl | -0.7% | 0.0% | i | 41 | -0.4% | -13% | -4% | 1 | -2% | -20%
Cc1ccc(S(=O)(=O)N/N=C(\c2ccccc2)C2CC2)cc1 | 3.3% | 2.2% | i | 10 | -1.1% | · | · | · | · | ·
O=C(O)C[C@H]1c2cc(F)ccc2S(=O)(=O)N1C1CCN(Cc2ccccc2)CC1 | 1.2% | 0.6% | i | 24 | -0.6% | · | · | · | · | ·
COc1cccc(C(=O)N/N=C(/c2ccccc2)c2ccccn2)c1 | 4.2% | -0.1% | i | 37 | ? | -21% | 7% | 1.1 | ? | -16%
CCn1cc(C(=O)Nc2ccc(OC)c(S(=O)(=O)N3CCCCC3)c2)c(=O)c2ccc(C)nc21 | 0.7% | 5.4% | i | 76 | -0.3% | -16% | -16% | 1.1 | 6% | -3%
COc1cccc(C2=NOC(C(=O)NC(C)(C)C)C2)c1 (stereo not drawn) | 0.7% | 0.0% | i | 20 | 1.2% | 2% | 0% | 1 | 7% | -8%
Cc1cccc(C(=O)OC(C)CN2CCCC2)c1 (stereo not drawn) | 1.2% | -0.3% | i | 65 | -0.6% | · | · | · | · | ·
CCOC(=O)N1CCN(C(=O)C2CC(c3cc(OC)ccc3OC)=NO2)CC1 (stereo not drawn) | -0.6% | 1.3% | i | 42 | -0.4% | -5% | 8% | 0.9 | -2% | -11%
Cc1ccc(C23CC4CC(CC(C(=O)N5CCN(C)CC5)(C4)C2)C3)cc1 | -2.1% | 1.1%[50 µM] | i | 21 | -0.1% | · | 3% | · | -1% | ·
CCN(CC)S(=O)(=O)c1ccc(OC)c(NC(=O)c2ccc(=O)[nH]c2)c1 | -1.4% | 1.2%[50 µM] | i | 33 | 0.0% | · | -3% | · | -1% | ·
CC(=O)Nc1ccc(S(=O)(=O)N2CCN(C(=O)c3ccccc3F)CC2)cc1 | 15% | -0.1% | i | 50 | 0.3% | 8% | 4% | 1.1 | -6% | 0%
CCCNC(=O)CCc1c(C)nc2nc(-c3cc(OC)cc(OC)c3)nn2c1C | 0.8% | 1.1% | i | 19 | -0.2% | -7% | 5% | 1.1 | -2% | -8%
NC(=O)C1CCN(C(c2ccccc2)c2nnnn2C2CCCC2)CC1 (stereo not drawn) | 1.2% | 0.2% | i | 54 | -0.5% | -10% | -1% | 1.1 | -1% | -10%
CC1CCCC(NC(=O)CCCn2ncn3c(cc4occc43)c2=O)C1C (stereo not drawn) | 0.8% | 0.2% | i | 5 | -0.9% | · | · | · | · | ·
COC(=O)C1CSc2[nH]c(=O)sc2C1c1ccc(OC)c(OC)c1 (stereo not drawn) | 3.3% | 0.3% | i | 23 | 0.1% | 21% | 3% | 1.1 | 2% | 14%
O=c1c(Cl)c(NCc2ccc(F)cc2)cnn1C12CC3CC(CC(C3)C1)C2 | 1.3% | 0.4% | i | 4 | -0.5% | 6% | 18% | 1.2 | 3% | 15%
CC(C)[C@H]1CN(C)CCN1Cc1cn(C)nc1-c1cccc(Cl)c1 | 0.3% | -0.1% | i | 16 | 0.0% | 3% | 0% | 1.1 | 1% | 0%
CC(C)/C=C1\CCCCC1N(C)C(=O)NC(C)C (stereo not drawn) | 0.1% | 0.0% | i | 10 | -0.2% | 3% | -4% | 1 | -5% | 1%
COc1ccc(CNCc2cc(C)c(OC)cc2C)c(OC)c1 | -0.6% | -0.2% | i | 8 | -1.2% | · | · | · | · | ·
Cc1ccc(-c2ccc(SCC(=O)N3CCc4ccccc43)nn2)cc1 | 0.3% | · | i | 58 | -0.5% | -1% | 7% | 1 | 0% | 4%
COCCn1c(-c2ccc(SC)cc2)nc2c1c(=O)[nH]c(=O)n2CC(C)C | 1.1% | 0.1% | i | 32 | 0.7% | · | · | · | · | ·
Cc1ccc(OCC(=O)N2CCc3ccccc3C2)c([N+](=O)[O-])n1 | 0.5% | -0.2% | i | 49 | -0.1% | 5% | 14% | 1.1 | 13% | 2%
O=c1cc(-c2ccccc2Cl)oc2c([N+](=O)[O-])c(O)cc(O)c12 | -1.6% | -1.6% | i | 62 | -0.2% | -16% | -6% | 1 | ? | -19%
Cc1nc(NC(=O)CN2CCC(O)(c3ccc(F)cc3)CC2)sc1C | 0.4% | 0.2% | i | 53 | -0.2% | · | 4% | · | 5% | ·
CC(C)(C)NC(=O)C(=O)NNC(=O)c1ccccc1 | 1.2% | 0.9% | i | 31 | · | 0% | 11% | 1 | 2% | 0%
Cc1nc2c(O)cccc2cc1CO | 0.9% | 0.1% | i | 16 | 0.3% | · | 3% | · | -2% | ·

Compound activity from PubChem.

No enrichment for hits; any-hit rate near 1.5%.
